Compound activity deposited in PubChem by several laboratories.
CF NFkB inh: cystic fibrosis NF-kB activation inhibition; inhibition, % at 5 µM; AID 588850; KKLEB NF-kB-GFP reporter, PAF-induced, GFP fluorescence overnight; 0.86% of 360,000 active;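 active = at least 50% inhibition at 5 µM, scaled per plate between neutral and stimulator controls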;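 also: PAF is a Pseudomonas aeruginosa culture filtrate used as stimulus; plate controls were PAF-stimulated DMSO wells for no effect and unstimulated DMSO wells for full effect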
iPSC survival up: increases survival of single human iPS cells; hiPSC single-cell survival, ATPlite luminescence; 100% = ROCK inhibitor wells, 0% = DMSO; survival enhancement, % at 20 µM; 0.044% of 360,000 active; in the data active = survival enhancement above about 18%;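 also: cells exposed to compounds for 16 hours before the ATP read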
Peg3 prom inh: reduces Peg3 promoter-driven luciferase expression in HeLa | HeLa PEG-Prom luciferase reporter, luminescence, overnight | 1.7% of 360,000 active | AID 588405 | inhibition, % at 20 µM;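 active = inhibition of at least 50% at 20 µM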
NR2E3 ag-1: human photoreceptor-specific nuclear receptor agonism. CHO-S Gal4-NCOR/VP16-NR2E3 two-hybrid, luciferase. inhibition of corepressor binding, % at 3.98 µM. AID 602229. 0.35% of 360,000 active;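 active = inhibition above the mean of all tested compounds plus 3 SD, cut at about 70% in these data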;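 also: 0% = DMSO with NR2E3 transfected cells and 100% = cells lacking NR2E3 construct; higher means lower luciferase signal from less NR2E3 corepressor binding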
Target sequence (Q9Y5X4 whole entry, looked up, the tested form may be a part): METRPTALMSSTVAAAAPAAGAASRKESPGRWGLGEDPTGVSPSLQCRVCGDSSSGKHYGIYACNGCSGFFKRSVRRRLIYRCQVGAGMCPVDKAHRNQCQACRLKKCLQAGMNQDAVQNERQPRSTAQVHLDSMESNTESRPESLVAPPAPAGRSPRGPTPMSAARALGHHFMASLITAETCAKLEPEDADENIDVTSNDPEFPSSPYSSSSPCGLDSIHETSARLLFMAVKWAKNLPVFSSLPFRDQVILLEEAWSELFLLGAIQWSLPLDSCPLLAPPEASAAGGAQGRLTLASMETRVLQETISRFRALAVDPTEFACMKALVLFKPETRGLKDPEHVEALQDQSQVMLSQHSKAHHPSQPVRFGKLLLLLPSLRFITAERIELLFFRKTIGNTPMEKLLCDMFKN
MITF TRPM1 inh: reduces MITF-dependent TRPM1 promoter luciferase signal. SK-MEL-5 TRPM1 promoter luciferase, 24 h. inhibition, % at 12.5 µM. 0.83% of 330,000 active;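 active = mean inhibition across replicates of 60% or more, whatever share of single replicates reaches that level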; also: values of inactives mirror those of a sister screen read the other way
Shn3 inh set2: inhibitors of Schnurri-3 3'UTR reporter in osteoblasts; Clone20 osteoblast Shn3 3'UTR firefly luciferase, 24 h; inhibition, % at 12.5 µM; 0.52% of 360,000 active;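 active = mean inhibition of at least 75% with every replicate also reaching 75%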;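 also: 0% = median of neutral control wells and 100% = pilot-screen positive control compound; some compounds past the cut are filed as inactive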
NR2E3 ag-2: NR2E3 (human) agonism; Q9Y5X4; GST-NR2E3/biotin-RetCOR TR-FRET, 1536-well; inhibition of corepressor binding, % at 4.78 µM; 0.12% of 320,000 active; AID 2300;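 active = percent inhibition above the cutoff of mean plus 3 SD of all tested compounds, set per screening campaign, cut at about 20% in these data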;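 also: 0% = DMSO wells and 100% = biotin wells as full block of FRET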
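Material: NR2E3–RetCOR corepressor complex / Incubation: Compound–protein incubation for 5 h at 4 °C / Dosing: compound at 4.8 µM, single dose / Detection: time-resolved FRET / Benchmarks: high control biotin, low control 0.6% DMSO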
TWEAK-Fn14 inh: blocks TWEAK-Fn14 interaction in a reporter cell assay | AID 1159606 | inhibition, % at 10 µM | TWEAK-stimulated Fn14 reporter cells, luciferase luminescence, 8 h | 2% of 360,000 active; in the data active = inhibition above about 50%
aDG glyco act: increases alpha dystroglycan glycosylation. AID 624168. activation, % at 10 µM. 0.22% of 360,000 active. Pro5-aDG cells, alpha-DG glycosylation AlphaScreen (IIH6); 0% Pro5, 100% B10-LARGE cell signal;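 active = activation of at least 8% versus controls, or a plate z-score of at least 8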;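 also: Pro5 are CHO cells carrying HIG-tagged alpha-DG that lacks glycosylation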
HIF-2a block: HIF-2a inhibition; 786-0 RCC cells HIF-2a reporter, luciferase luminescence, overnight; 0.72% of 360,000 active; inhibition, % at 18.8 µM; AID 624352;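 active = inhibition of the luminescence signal of 40% or more relative to plate controls, in a single-dose primary screen at 18.75 µM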
KKLEB cytotox: counter-screen for CF NF-kB inhibitors: cytotoxicity. AID 602141. activity change (cytotoxicity), % at 5 µM. KKLEB CF airway cells viability, ATPlite luminescence, overnight; stronger effect = lower value; cells stimulated with P. aeruginosa culture filtrate. 0.36% of 360,000 active;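 active = corrected activity change at or below -50% at 5 µM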
An asterisk follows results filed as active; · = no result given.

structure,CF NFkB inh,iPSC survival up,Peg3 prom inh,NR2E3 ag-1,MITF TRPM1 inh,Shn3 inh set2,NR2E3 ag-2,TWEAK-Fn14 inh,aDG glyco act,HIF-2a block,KKLEB cytotox
COc1ccc(N2CCN(Cc3nc(Cc4cccc(F)c4)no3)C(C)C2)cc1 (stereo not drawn),-18,0.2,10,-6,20,28,-6,-4,-0.2,9,4
O=C(O)c1cccc(S(=O)(=O)N2CCSCC2)c1,-2,-1.8,4,20,4,-24,2,-6,-0.1,16,7
Cc1ccc(S(=O)(=O)CCC(=O)NCCN2C(=O)S/C(=C\c3ccccc3)C2=O)cc1,2,-1.0,-54,6,2,-2,-2,-9,0.9,-70,-6
Cc1nc2ccc(S(=O)(=O)NCC(=O)N3CCN(c4ccccc4)CC3)cc2s1,10,-0.1,12,-3,11,1,2,8,0.3,17,0
NC(=O)C1CCN(C(=O)CN(c2ccc3c(c2)OCCO3)S(=O)(=O)c2ccccc2)CC1,-6,-0.3,7,5,7,-17,-3,13,0.0,12,0
CCn1c(SCc2nc3cc(OC)c(OC)cc3c(=O)[nH]2)nc2ccccc21,24,-0.5,14,-12,-13,-6,-5,-11,0.4,15,1
CC(C)N1CCCC(C)(C(=O)Nc2ccccc2)C1 (stereo not drawn),-4,-0.3,-14,-18,·,-12,·,-34,-0.3,-1,0
CCN(CC)C(=O)CSc1nc(-c2ccco2)cc(C(F)(F)F)c1C#N,11,-2.6,14,-4,-3,26,2,5,0.2,13,-8
Cc1cc(F)ccc1S(=O)(=O)N1CCCOC1CNC(=O)C(=O)NCc1cccnc1 (stereo not drawn),-28,-0.4,7,-2,-2,10,-1,-7,-0.2,14,40
COc1ccc(/C=N/N2CCN(C3c4ccccc4-c4ccccc43)CC2)cc1O,6,-0.6,22,-19,-7,10,-3,8,-0.1,10,1
Cc1cc(=O)[nH]c(SCc2cc(Cl)ccc2OC(F)F)n1,8,2.3,10,33,1,2,1,4,0.8,18,-2
CCC(C)NCCOCCOc1ccc(Br)cc1C (stereo not drawn),4,-2.6,-3,2,9,5,-3,-35,1.0,-5,-29
O=C(NCc1ccc2c(c1)OCO2)c1[nH]c(C(F)(F)F)nc1-c1ccccc1,-11,1.7,23,5,·,7,·,24,0.4,20,4
O=C(CCN1CCOCC1)c1ccccc1,13,-0.7,3,11,7,15,-4,-11,0.0,16,-3
O=c1[nH]c(C2CCN(S(=O)(=O)Cc3ccccc3)CC2)nc2c1nnn2Cc1cccc(Cl)c1,-1,0.2,32,-12,-13,-1,-1,25,-0.1,17,-24
Cc1cccc(OCc2nnc(SCC(=O)N(c3ccccc3)C3CCS(=O)(=O)C3)o2)c1 (stereo not drawn),-9,-0.5,1,-30,-2,8,-1,6,0.0,5,-14
Cn1c(N)c(C(=O)c2cc(-c3ccccn3)nc3ccccc23)c(=O)[nH]c1=O,-2,-1.5,-9,-2,11,10,·,-5,0.0,4,-8
COc1ccc(C(C)=O)cc1CSc1ccc2c(c1)OCCO2,15,0.6,-30,-14,-17,7,2,-11,0.2,-51,-12
c1ccn2c(SCc3ccc4c(c3)OCO4)nnc2c1,-10,-1.7,-137,-45,1,-22,6,7,-0.1,-112,13
O=S(=O)(NCC1CCCO1)c1ccc(Cl)cc1 (stereo not drawn),-8,0.4,17,-10,6,10,1,-7,-0.1,19,-6
Cc1ccsc1C(=O)OCC(=O)NC1CC1,-4,-0.5,-19,-14,-5,-17,·,-5,-0.1,-50,-6
O=C(NCc1ccccc1)c1ccc2c(c1)C(=O)N(Cc1cccnc1)C2=O,17,-0.1,10,-25,-9,-8,·,-9,-0.2,12,-5
CCNC(=O)c1nc[nH]c1C(=O)NCC,-3,-2.2,-19,5,1,1,-1,10,0.1,13,2
CC(Sc1nnnn1C)C(=O)Nc1ccc2c(c1)OCCO2 (stereo not drawn),-11,-0.9,-48,-13,0,-9,-1,-2,-0.3,-71,0
Cc1ccc(/C=N/n2nnnc2N)cc1,-27,-0.1,-50,-22,-38,-68,-1,-13,-0.1,-56,9
COc1ccccc1OC(C)C(=O)N(Cc1ccco1)C1CCS(=O)(=O)C1 (stereo not drawn),7,4.6,10,-26,·,-10,1,-1,0.1,2,1
CC(=O)OC1C(OC(C)=O)C2C(C)CC3OC(=O)C(C)C3CC2(C)C1OC(C)=O (stereo not drawn),-5,-2.9,-5,8,·,3,·,-5,-0.2,17,0
CC(=O)N/C(=C\c1ccccc1)C(=O)OCc1ccc(C)cc1,-37,0.2,2,-7,-1,3,1,-5,-0.2,-22,-1
CCOc1ccccc1C(=O)Nc1ccsc1C(=O)OC,4,-2.2,4,-63,35,3,0,26,-0.1,13,-16
CC(C)(O)C#Cc1ccc(C(=O)N2CCN(c3ccc([N+](=O)[O-])cc3)CC2)cc1,1,-1.1,15,-2,21,59,2,35,1.3,9,7
CC(C)NC(=S)N1CCCN(c2ncccc2[N+](=O)[O-])CC1,6,0.0,11,10,0,4,3,7,0.0,0,4
c1coc(CNc2nc3ccccc3s2)c1,-8,-0.1,-288,-113,-26,-14,1,-4,-0.1,-227,-2
CCOc1ccc2nc(Cl)c(CN(C(=O)c3cnccn3)C3CCCC3)cc2c1,-24,0.3,4,-1,0,17,4,-5,-0.1,16,5
N#Cc1ccc(OCc2nnc3n2CCCCC3)cc1,-7,4.4,-2,-6,2,6,-3,0,-0.2,14,6
COc1ccc2sc(NC(C)=O)nc2c1,-5,1.0,-209,-80,-58,-72,5,7,0.0,-166,0
S=C(NCC1(c2ccccc2)CCCC1)Nc1ccccc1,8,-0.6,24,29,8,65,-4,26,1.8,25,0
C=CCn1c(C)cc(C(=O)CSc2nnc(NC(C)C)s2)c1C,-1,-1.6,-32,-8,4,-15,1,-9,0.1,-39,-6
CCCc1ccc(C(=O)COC(=O)CN2C(=O)NC3(CCCCC3C)C2=O)cc1 (stereo not drawn),2,0.8,-7,14,-2,-7,2,-4,0.0,-12,6
O=C(CSc1cccc(C(F)(F)F)c1)NC(=O)NCc1ccco1,12,1.1,14,-4,0,-7,4,-5,0.1,10,-3
O=C(Nc1ccc(NC(=O)c2ccccc2Cl)nc1)c1ccncc1,2,-0.7,-16,-7,11,15,2,2,-0.2,5,-2
COCCOc1nc2ccccc2nc1C,-9,-2.7,4,0,-3,-13,-1,-8,-0.4,13,8
CCN(c1ccccc1)S(=O)(=O)c1ccc(C(=O)Nc2ccncc2)cc1,2,-0.3,29,22,12,29,-1,16,0.3,17,-9
Cc1cccc[n+]1CC(=O)N1c2ccccc2Sc2ccccc21,2,1.8,4,1,21,-4,3,6,-0.1,11,6
Cc1cc(C(=O)CN2C(=O)C(=O)N(C3CCCC3)C2=O)c(C)n1CCc1ccccc1,-1,-0.4,15,34,17,-4,·,-2,0.4,10,7
CCN(CC)S(=O)(=O)c1ccc(N2CCCC2)c(NC(=O)CC(C)(C)C)c1,0,-0.6,10,-27,-5,·,0,15,0.1,13,-2
O=C(O)c1ccc(CNC(=O)c2ccc(Br)o2)cc1,8,6.3,15,-41,11,-8,1,-4,0.0,14,14
COC(=O)c1cc(S(=O)(=O)NCC2CCN(CCc3ccc(OC)cc3)CC2)c[nH]1,-4,-0.2,-1,-40,-4,-8,2,7,0.3,5,2
COc1ccc(C(=O)Cn2c(Br)nc3c2c(=O)n(C)c(=O)n3C)cc1,11,-4.0,-38,-12,-2,-3,2,29,0.1,2,-10
CCC(Oc1ccccc1F)C(=O)Nc1ccc2c(c1)n(C)c(=O)n2C (stereo not drawn),-12,0.3,19,12,11,-13,·,10,-0.1,25,0
CN(C1CCCCC1)S(=O)(=O)c1cccc(C(=O)OCC(=O)NC2CCCc3ccccc32)c1 (stereo not drawn),15,0.6,7,-1,-4,-2,2,14,0.4,-2,-9

(listing goes on)
structure,CF NFkB inh,iPSC survival up,Peg3 prom inh,NR2E3 ag-1,MITF TRPM1 inh,Shn3 inh set2,NR2E3 ag-2,TWEAK-Fn14 inh,aDG glyco act,HIF-2a block,KKLEB cytotox
COc1cc2c(=O)n(CCCN3CCOCC3)c(=S)[nH]c2c(OC)c1OC,9,-2.5,11,5,3,8,2,-15,0.1,15,0
COc1cc2c(cc1OC)C(C(=O)Nc1ccc3c(c1)OCCO3)C(c1cccnc1)N(C)C2=O (stereo not drawn),-12,0.4,-1,-19,16,16,0,6,-0.2,9,6
O=C(Nc1ccc(Cl)cn1)C1C(c2ccccc2)C1(Cl)Cl (stereo not drawn),-30,0.4,33,-21,-4,-25,-1,10,1.6,22,-1
COc1cc(/C=N/NC(=O)CSc2ccccn2)ccc1OC(C)C,11,-0.7,-110,-16,-41,-38,-1,-48,-0.1,-117,-15
COc1ccc(NC(=O)CN(C)C(=O)/C=C/c2ccc(S(=O)(=O)N3CCCCCC3)cc2)cc1,26,0.2,52*,9,6,7,-3,-13,0.1,14,-17
O=C(N/N=C/c1ccc(OC(=O)c2cccs2)cc1)c1ccccn1,-16,-0.4,-157,-56,-93,-72,2,17,0.7,-146,2
COC(=O)CCCNC(=O)c1ccc(OC2CCN(CCc3ccccc3)CC2)cc1,-6,-1.7,-20,12,1,-2,0,9,-0.2,-6,7
COc1ccc(CC(=O)Nc2c3c(nn2-c2cccc(C)c2C)CS(=O)C3)cc1 (stereo not drawn),-6,-0.5,17,0,-2,-9,-3,-6,0.0,10,9
Cc1onc(-c2ccccc2Cl)c1C(=O)N1CCN(c2nc3ccccc3s2)CC1,2,1.4,20,-20,22,2,-2,6,0.0,29,0
Cc1cc(C)cc(-n2c(C)cc(C=C(C#N)C#N)c2C)c1,3,-0.8,-18,0,-13,14,4,17,0.2,-4,-12
C=C1C(=O)OC2C1CCC(C)C1C=CC(=O)C12C (stereo not drawn),15,-1.2,48,10,69*,58,·,48,-0.4,28,6
CCOC(=O)N1CCN(Cc2cc(=O)oc3ccc(Cl)cc23)CC1,-1,-3.0,-39,-16,-5,12,-4,11,0.2,11,-2
Cc1ccc(NC(=O)N2CCCCCC2)c(C)c1,8,-0.3,-81,-6,-27,-23,·,-24,0.3,-101,-6

Not a retest: 3 of the compounds above.
structure,CF NFkB inh,iPSC survival up,Peg3 prom inh,NR2E3 ag-1,MITF TRPM1 inh,Shn3 inh set2,NR2E3 ag-2,TWEAK-Fn14 inh,aDG glyco act,HIF-2a block,KKLEB cytotox
C=C1C(=O)OC2C1CCC(C)C1C=CC(=O)C12C (stereo not drawn),15,-1.2,48,10,69*,58,·,48,-0.4,28,6
CCOC(=O)N1CCN(Cc2cc(=O)oc3ccc(Cl)cc23)CC1,-1,-3.0,-39,-16,-5,12,-4,11,0.2,11,-2
Cc1ccc(NC(=O)N2CCCCCC2)c(C)c1,8,-0.3,-81,-6,-27,-23,·,-24,0.3,-101,-6
